RTF Ca sens inh: cardiac RTF calcium sensitivity inhibitors, primary screen, biochemical, IANBD-TnC fluorescence, EC70 calcium; IANBD-labeled cardiac RTF, Ca2+ fluorescence; 340,000 tested, 0.12% active; inhibition, % at 7.15 µM; AID 493244, 2011;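 active means inhibition above the mean inhibition of all tested compounds plus 3 SD, cut at about 17% in these data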;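 further: assay run at fixed EC70 calcium of 1.6 mM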
Mot1-301 SUMO: yeast Mot1-301 growth rescue at high temperature, primary screen, SUMOylation pathway inhibitor project, S. cerevisiae, ATP luminescence, 38.5C | 320,000 tested, 1% active | AID 2716, 2010 | S. cerevisiae Mot1-301 growth rescue; percent above DMSO median, 100 means doubled | growth rescue, % at 18.8 µM;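 active means every valid replicate shows activation above 250% relative to neutral control wells; inactive means the rest, any valid replicate at or below 250%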;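 further: OY570 slx delta 5 strain wells were the positive control but not used for scaling; some compounds called inactive have numbers as strong as hits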
NSD2 HMT inh: NSD2 histone methyltransferase inhibitors, primary screen, biochemical, AlphaScreen, single concentration, set 2; 310,000 tested, 0.54% active; inhibition, % at 12.5 µM; NSD2 peptide methylation, 120 min; Histone-lysine N-methyltransferase NSD2 (Homo sapiens), O96028; in the data active means inhibition above about 50%
Target sequence (O96028 whole entry, looked up): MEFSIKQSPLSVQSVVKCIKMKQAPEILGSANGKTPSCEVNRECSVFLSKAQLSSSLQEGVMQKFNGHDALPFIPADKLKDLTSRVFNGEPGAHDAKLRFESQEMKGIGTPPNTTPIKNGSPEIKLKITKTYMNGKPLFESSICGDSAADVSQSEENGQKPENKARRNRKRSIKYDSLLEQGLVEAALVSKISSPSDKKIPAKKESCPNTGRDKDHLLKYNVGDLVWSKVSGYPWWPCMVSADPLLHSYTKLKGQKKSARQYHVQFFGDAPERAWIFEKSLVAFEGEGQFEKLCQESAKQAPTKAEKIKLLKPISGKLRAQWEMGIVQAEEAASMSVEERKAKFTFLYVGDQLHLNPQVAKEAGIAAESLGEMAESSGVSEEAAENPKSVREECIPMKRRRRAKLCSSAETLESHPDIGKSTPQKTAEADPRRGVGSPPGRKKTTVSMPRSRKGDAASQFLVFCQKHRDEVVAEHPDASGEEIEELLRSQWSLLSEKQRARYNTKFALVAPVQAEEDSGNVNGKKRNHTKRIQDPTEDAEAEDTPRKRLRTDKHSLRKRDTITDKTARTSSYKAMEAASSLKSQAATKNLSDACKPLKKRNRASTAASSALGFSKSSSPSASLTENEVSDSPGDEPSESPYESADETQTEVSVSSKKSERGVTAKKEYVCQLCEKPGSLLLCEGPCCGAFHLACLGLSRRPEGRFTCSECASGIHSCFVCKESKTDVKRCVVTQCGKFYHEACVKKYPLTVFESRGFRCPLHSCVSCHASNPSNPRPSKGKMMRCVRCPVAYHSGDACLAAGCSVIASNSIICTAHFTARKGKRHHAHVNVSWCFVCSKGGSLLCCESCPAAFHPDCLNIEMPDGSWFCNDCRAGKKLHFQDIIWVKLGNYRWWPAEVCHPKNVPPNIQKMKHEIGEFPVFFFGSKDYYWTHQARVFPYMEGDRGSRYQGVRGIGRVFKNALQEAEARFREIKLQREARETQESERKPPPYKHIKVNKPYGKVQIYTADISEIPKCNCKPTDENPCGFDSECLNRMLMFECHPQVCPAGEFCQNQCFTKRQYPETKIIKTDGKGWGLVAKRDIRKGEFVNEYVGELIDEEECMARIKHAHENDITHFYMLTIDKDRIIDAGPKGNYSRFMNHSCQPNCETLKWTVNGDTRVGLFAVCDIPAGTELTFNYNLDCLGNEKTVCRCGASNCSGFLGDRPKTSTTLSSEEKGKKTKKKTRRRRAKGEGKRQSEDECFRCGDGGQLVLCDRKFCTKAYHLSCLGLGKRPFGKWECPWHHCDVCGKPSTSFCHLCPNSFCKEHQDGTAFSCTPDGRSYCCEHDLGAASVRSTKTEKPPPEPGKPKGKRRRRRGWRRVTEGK
PvdQ inh: P. aeruginosa PvdQ acylase inhibitors, primary screen, biochemical, fluorescence, plate reader and imaging, single point. purified PvdQ acylase. inhibition, % at 10 µM. 340,000 tested, 0.063% active; in the data active means inhibition above about 30%, passing the limit was not always enough;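 further: 0% = vehicle neutral wells and 100% = reference inhibitor wells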
Rtt109 HAT inh: inhibitors of C. albicans Rtt109/Vps75 HAT, primary screen, biochemical, ThioGlo CoA-SH fluorescence, plate reader | Histone acetyltransferase RTT109 (Candida albicans (strain SC5314 / ATCC MYA-2876)), … | purified Rtt109/Vps75, 4 h | inhibition, % at 34.9 µM | 330,000 tested, 0.16% active | AID 540336, 2011;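 active means inhibition of at least 50% in every replicate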
Keap1 Nrf2 FP: Keap1-Nrf2 protein-protein interaction inhibitors, primary screen, biochemical, fluorescence polarization, single point. Kelch-like ECH-associated protein 1 (Homo sapiens), Q14145. Keap1 Kelch-Nrf2 peptide fluorescence polarization, 1536-well. inhibition, % at 9.4 µM. 340,000 tested, 0.15% active; in the data active means inhibition above about 12%;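 further: human Keap1 Kelch domain with fluorescein labeled Nrf2 9mer peptide probe; 0% = neutral control wells and 100% = peptide positive control; higher means more block of Keap1 binding to Nrf2 peptide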
C-LANA FP: inhibitors of KSHV C-LANA binding to DNA, primary screen, biochemical, fluorescence polarization, FAM-LBS DNA, MBP-C-LANA, single point; Kaposi's sarcoma herpesvirus LANA C-terminal domain (residues 932-1162) DNA binding; 340,000 tested, 0.078% active; inhibition, % at 9 µM;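 active means highest replicate inhibition at or above 60% at 9 µM, even if other replicates fall short; inactive means all replicates below 60% inhibition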;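 further: 0% = neutral control wells and 100% = 4 µM acridine orange control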
RTF Ca sens act: cardiac RTF calcium sensitivity activators, primary screen, biochemical, IANBD-TnC fluorescence, EC20 calcium; Troponin I, cardiac muscle (Homo sapiens) + Troponin T, cardiac muscle (Homo sapiens) + …; IANBD-labeled TnC RTF fluorescence at EC20 calcium; 0% EC20 calcium, 100% full calcium; activation, % at 7.2 µM; 340,000 tested, 0.24% active;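 active means activation above the mean over all tested compounds plus 3 SD, cut at about 30% in these data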;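 further: rise in fluorescence read as greater calcium sensitivity of cardiac thin filaments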
dFosB activator: activators of delta FosB homodimer, primary screen, biochemical, fluorescence polarization, TAMRA-CDK5 oligo, single point; Protein FosB (Mus musculus), P13346; purified delta FosB; percent of positive-control signal above neutral wells; activation, % at 25 µM; 340,000 tested, 0.99% active;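 active means mean activation above about 17%, with every replicate also reaching it, limit read from the data, passing the limit was not always enough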;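 further: fluorescence polarization rise as delta FosB binds a TAMRA Cdk5 AP-1 oligo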
PfHsp90 yeast 2: growth inhibition of PfHsp90-expressing yeast, primary screen, antimalarial PfHsp90 inhibitor project, S. cerevisiae, BacTiter-Glo luminescence, single point, set 2. BacTiter-Glo ATP, 48 h; yeast lacking PDR1 and PDR3 efflux regulators. inhibition, % at 9.4 µM. 310,000 tested, 0.32% active. AID 504621, 2011;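 active means every replicate shows inhibition above about 80%, whatever the replicate mean, limit read from the data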;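 further: 0% = DMSO neutral controls and 100% = 20 µM radicicol positive controls; yeast relying on Plasmodium falciparum Hsp90 in place of its own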
CDK5 inh: inhibitors of human CDK5/p35 kinase, primary screen, biochemical, single concentration; 330,000 tested, 0.01% active; Recombinant CDK5/p35, ADP-Glo luminescence, 60 min; Cyclin-dependent kinase 5 (Homo sapiens) + Cyclin-dependent kinase 5 activator 1 (Homo …; inhibition, % at 10 µM;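 active means highest replicate inhibition of at least 50% and at least 75% of replicates reaching 50%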;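 further: plate controls were DMSO neutral control for no effect and GW8510 at 10 µM for full effect; many of its hits are not listed in these tables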
The depositor's hits bear a star; . = no result given; + = active, no number. Compounds as they come, and some 3.2% of all compounds hit somewhere here.

SMILES	RTF Ca sens inh	Mot1-301 SUMO	NSD2 HMT inh	PvdQ inh	Rtt109 HAT inh	Keap1 Nrf2 FP	C-LANA FP	RTF Ca sens act	dFosB activator	PfHsp90 yeast 2	CDK5 inh
C/C(CC(=O)NC(C)(C)C)=N\NC(=O)c1ccco1	-5	0	-4	-10	2	1	1.1	-2	3	-7	-0.5
CCN(CC)C(=O)COc1coc(CN2CCN(c3ccccc3)CC2)cc1=O	-5	-22	-3	3	9	-4	-2.6	5	-2	-2	0.3
CC12CCC(C)(O1)C1C(=O)N(c3nccs3)C(=O)C12 (centres undefined)	-10	.	-1	-17	6	0	0.0	2	2	19	0.9
Cc1ccc(C(=O)Nc2ccc(NC(=O)c3ccc(C)o3)cc2)o1	-10	-13	1	12	-7	-5	-0.8	-4	-1	-10	0.4
O=C(CS(=O)(=O)c1ccccc1)c1cc2ccccc2oc1=O	-7	-14	5	-1	1	3	0.7	3	0	-5	0.6
O=C1CCc2cc(S(=O)(=O)Nc3ccc(F)cc3)cc3c2N1CC3	-12	-7	0	-11	8	3	-1.0	2	-6	.	0.7
O=C(CCCc1nc2ccccc2s1)Nc1ccc(N2CCOCC2)cc1	4	151	2	-13	-6	1	-1.8	5	-13	4	2.0
O=S(=O)(c1ccc(Cl)cc1)N1CCCC(C(F)(F)F)C1 (centres undefined)	-1	5	-3	-7	0	1	-0.1	3	-3	0	-3.4
COc1ccc(C(C)(C)C)cc1NC(=O)COC(=O)C(C)C	-10	-17	-10	-9	-4	-1	3.4	8	-4	-38	0.9
CCOc1ccc(S(=O)(=O)Nc2ccc(S(=O)(=O)Nc3cc(OC)ccc3OC)cc2)cc1	-6	13	3	13	21	6	-1.8	2	-5	-12	4.1
O=C(C(c1ccccc1)c1ccccc1)N1CCOCC1	0	-6	-2	-18	-7	2	-0.6	13	-3	-12	-0.7
CC(NC(=O)/C(=C\c1cccc([N+](=O)[O-])c1)NC(=O)c1ccco1)C(=O)O (centres undefined)	-3	19	1	16	-2	-1	-1.7	-1	-2	-12	0.3
C=CCOn1c(=O)c(-c2ccc(Cl)cc2)[n+]([O-])c2ccccc21	1	.	-1	-7	-12	-3	-0.7	-4	1	-2	-1.2
COc1cccc(-c2nc(CS(=O)CC(=O)NCCc3ccc(C)cc3)c(C)o2)c1 (centres undefined)	4	11	0	3	2	1	-1.7	-3	-11	-11	.
CCCCCCSc1cc(-c2nc3ccc(Cl)cn3c2NC2CCCCC2)ccc1OC	-7	6	.	-13	2	0	-0.2	-1	-9	1	0.5

11 of these compounds in a different format.
Second line of a record: RTF Ca sens inh | Mot1-301 SUMO | NSD2 HMT inh | PvdQ inh | Rtt109 HAT inh | Keap1 Nrf2 FP | C-LANA FP | RTF Ca sens act | dFosB activator | PfHsp90 yeast 2 | CDK5 inh
O=C(CS(=O)(=O)c1ccccc1)c1cc2ccccc2oc1=O
  -7 | -14 | 5 | -1 | 1 | 3 | 0.7 | 3 | 0 | -5 | 0.6
O=C1CCc2cc(S(=O)(=O)Nc3ccc(F)cc3)cc3c2N1CC3
  -12 | -7 | 0 | -11 | 8 | 3 | -1.0 | 2 | -6 | . | 0.7
O=C(CCCc1nc2ccccc2s1)Nc1ccc(N2CCOCC2)cc1
  4 | 151 | 2 | -13 | -6 | 1 | -1.8 | 5 | -13 | 4 | 2.0
O=S(=O)(c1ccc(Cl)cc1)N1CCCC(C(F)(F)F)C1 (centres undefined)
  -1 | 5 | -3 | -7 | 0 | 1 | -0.1 | 3 | -3 | 0 | -3.4
COc1ccc(C(C)(C)C)cc1NC(=O)COC(=O)C(C)C
  -10 | -17 | -10 | -9 | -4 | -1 | 3.4 | 8 | -4 | -38 | 0.9
CCOc1ccc(S(=O)(=O)Nc2ccc(S(=O)(=O)Nc3cc(OC)ccc3OC)cc2)cc1
  -6 | 13 | 3 | 13 | 21 | 6 | -1.8 | 2 | -5 | -12 | 4.1
O=C(C(c1ccccc1)c1ccccc1)N1CCOCC1
  0 | -6 | -2 | -18 | -7 | 2 | -0.6 | 13 | -3 | -12 | -0.7
CC(NC(=O)/C(=C\c1cccc([N+](=O)[O-])c1)NC(=O)c1ccco1)C(=O)O (centres undefined)
  -3 | 19 | 1 | 16 | -2 | -1 | -1.7 | -1 | -2 | -12 | 0.3
C=CCOn1c(=O)c(-c2ccc(Cl)cc2)[n+]([O-])c2ccccc21
  1 | . | -1 | -7 | -12 | -3 | -0.7 | -4 | 1 | -2 | -1.2
COc1cccc(-c2nc(CS(=O)CC(=O)NCCc3ccc(C)cc3)c(C)o2)c1 (centres undefined)
  4 | 11 | 0 | 3 | 2 | 1 | -1.7 | -3 | -11 | -11 | .
CCCCCCSc1cc(-c2nc3ccc(Cl)cn3c2NC2CCCCC2)ccc1OC
  -7 | 6 | . | -13 | 2 | 0 | -0.2 | -1 | -9 | 1 | 0.5

The list goes on:
SMILES	RTF Ca sens inh	Mot1-301 SUMO	NSD2 HMT inh	PvdQ inh	Rtt109 HAT inh	Keap1 Nrf2 FP	C-LANA FP	RTF Ca sens act	dFosB activator	PfHsp90 yeast 2	CDK5 inh
O=C(O)c1ccccc1C(=O)NCCCn1ccnc1	1	-7	0	8	3	3	0.7	-2	3	-6	0.4
CC1=C(C(=O)OCc2ccccc2)C(c2ccc(C#N)cc2)NC(=O)N1CCCC(=O)O (centres undefined)	-15	140	.	-10	-1	-2	0.3	14	1	-5	1.3
CCN(Cc1nc(-c2ccc(Cl)cc2)no1)CC1CCCO1 (centres undefined)	-2	-1	-5	-2	5	0	2.7	-4	5	14	0.0
COc1ccc(-c2oc3c(OC)c(OC)c(OC)c(O)c3c(=O)c2OC)cc1OC	-4	+	.	1	1	0	0.1	-2	-9	18	1.3
COc1ccc(-n2nc(C(=O)NCC(=O)NCCCN3CC(C)CC(C)C3)c3ccccc3c2=O)cc1 (centres undefined)	-41	610	1	-12	4	2	1.6	-2	-11	15	-0.7
N/C(Cc1nc(-c2ccc(Br)cc2)cs1)=N\O	-12	291	-3	-16	4	-7	0.5	7	-4	17	0.1
CS(=O)(=O)N(CC(=O)Nc1ccc(Br)cc1)C1CCCCC1	-6	5	2	-7	0	-6	-2.8	-2	-3	-19	-4.8
CC(/C=C/C=C/c1ccccc1)=N/NC(=O)CNc1ccccc1C	-3	-8	0	-4	-4	2	0.0	-8	-1	-24	1.6
Cn1cccc1Cc1nnc(SCC(=O)NCc2ccco2)n1CCc1ccccc1	5	5	3	19	-3	-5	0.2	-4	-18	7	1.7
CS(=O)(=O)c1ccc(C(=O)NCc2ccccc2F)cc1	-3	0	-2	-7	-3	-1	-0.3	-4	-9	6	-1.9
CCOc1ccc(N2C(=O)CC(N3CCC(NC(=O)Nc4ccccc4)CC3)C2=O)cc1 (centres undefined)	7	-24	1	-8	3	-2	3.1	1	-5	-5	0.8
COC(=O)CCCN=C1SCCN1Cc1ccccc1	-12	17	3	0	-2	3	-1.7	0	-5	-22	0.2
Cc1ccc(OCC(=O)O/N=C(\N)Cc2ccc([N+](=O)[O-])cc2)cc1C	-9	11	7	-15	0	2	46	-3	4	2	5.1
CSC1=C(C#N)C(c2sccc2C)CC(=O)N1 (centres undefined)	-9	129	-1	6	14	-1	0.1	3	-3	3	-0.6
COC(=O)c1cc(C(=O)Nc2cccc(C)n2)cc([N+](=O)[O-])c1	-8	-10	3	0	6	-2	-0.2	-4	0	-13	-2.9
COc1cc(CNn2cn[nH]c2=S)cc(Br)c1OCc1ccccc1F	3	182	10	9	22	-1	1.0	1	3	-13	1.3
O=C1CC(c2ccco2)CC(O)=C1C=NCC1CCNCC1 (centres undefined)	-5	-8	3	-22	5	-1	16	2	0	7	-2.3
COc1ccc(NC(=S)N(CCc2nc3cc(C)c(C)cc3[nH]2)Cc2cccnc2)cc1	1	-2	6	-9	-11	2	1.0	5	0	9	1.0
CC(=O)c1ccc(OCc2cc(C(=O)NCCc3ccc(Cl)cc3)no2)cc1	-7	173	5	-15	-2	-2	-0.7	-5	0	-2	0.6
COc1cc(N2CCOCC2)ncn1	-22	-3	0	-8	-19	4	0.2	14	1	6	-0.8
CC(C)(C)c1ccc(C(=O)NC(Cc2ccccc2)C(=O)O)cc1 (centres undefined)	-7	14	5	-9	6	-3	-0.1	10	-5	21	-3.8
Cc1cc(C(=O)CN2C(=O)C(=O)N(Cc3ccco3)C2=O)c(C)n1CCc1ccccc1	-1	13	-3	-7	-8	-7	2.3	5	-13	.	2.1
COc1c(C)cccc1C(=O)NC(=S)Nc1ccccc1N1CCCC1	-10	10	1	-10	0	-4	0.0	4	-1	-2	-2.1
CN(CCC#N)S(=O)(=O)c1ccc2[nH]cc(C(=O)NCCc3ccccc3)c(=O)c2c1	8	8	-1	-16	-2	-3	3.4	-8	-18	1	0.5
COc1cc(C(=O)Nc2ccc(C#N)cc2)c([N+](=O)[O-])cc1OC	3	-5	-4	-2	-7	3	-0.4	-3	0	-3	1.4
O=[N+]([O-])c1cccc2[nH]ncc12	-7	.	1	-8	6	5	-0.1	2	0	6	2.8
O=C1C2C3CCCC3=C3CCCC3C2C(=O)N1c1cccc(Cl)c1 (centres undefined)	-10	-2	0	-14	-3	-4	3.1	2	-3	1	-1.0
CC(=O)c1ccc(NC2c3ncccc3C(=O)N2Cc2ccc(F)cc2)cc1 (centres undefined)	-2	.	-3	-6	5	-3	0.6	11	-5	.	-2.4
COC(=O)c1cccc(NC(=O)C(C)(C)C)c1	-1	-6	-1	2	1	-2	-0.3	3	1	11	-5.0
O=C(c1c(F)cccc1F)N1CCN(S(=O)(=O)c2ccc3c(c2)OCCO3)CC1	10	3	.	-6	-7	1	-0.9	4	-3	-3	-0.9
